Source: PubChem BioAssay
GAA inh = alpha-glucosidase (human) inhibition; P10253; purified human GAA, 4-MU-alpha-glucoside fluorescence; Potency, µM (titrated, usually from 76.9 µM), for inactives: at the highest dose activity change, negative = inhibition, usual class: inhibitors; hit rate 0.005% among 200,000; AID 1466;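 also: potency is read from the fitted curve at half-maximal effect; plate controls were uninhibited enzyme wells for no effect and no-enzyme background for full effect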
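Fluorogenic assay: 4 nM human alpha-glucosidase with 400 uM 4-methylumbelliferyl-alpha-D-pyranoside in 50 mM citrate/phosphate, 0.005% Tween-20, pH 5.0, 20 min at room temperature. Compounds tested up to 77 uM; AC50 from Hill fits.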
aGlu spleen mod = inhibitors or activators of human alpha-glucosidase in spleen homogenate; hit rate 0.006% among 240,000; Potency, µM (titrated, usually from 79.9 µM), without a hit: at the top dose activity change, negative = inhibition, most hits filed as inhibitors; human spleen homogenate, 4-MU-alpha-glucoside fluorescence; P10253;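 also: potency is read from the fitted curve at half-maximal effect; 0% = enzyme with vehicle and -100% = no enzyme basal signal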
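Human spleen homogenate (1 ug) incubated with compounds and 1 mM 4-methylumbelliferyl-alpha-D-glucopyranoside in pH 5.0 citrate/phosphate buffer, 37 C, 40 min. Stopped at pH 10; 4-MU fluorescence (Ex 365/Em 440 nm); AC50 by Hill fit.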
CBFb-RUNX1 inh = blocks binding between human CBF-beta and RUNX1; Q01196+Q13951; AlphaScreen CBFb-His/RUNX1-biotin binding, biochemical; Potency, µM (doses to about 59.8 µM), for the others: top-dose activity, negative = inhibition, most hits filed as inhibitors; 230,000 tested, under 10 active; also: % of control where 0% means no effect
Target sequence (Q01196 whole entry, looked up): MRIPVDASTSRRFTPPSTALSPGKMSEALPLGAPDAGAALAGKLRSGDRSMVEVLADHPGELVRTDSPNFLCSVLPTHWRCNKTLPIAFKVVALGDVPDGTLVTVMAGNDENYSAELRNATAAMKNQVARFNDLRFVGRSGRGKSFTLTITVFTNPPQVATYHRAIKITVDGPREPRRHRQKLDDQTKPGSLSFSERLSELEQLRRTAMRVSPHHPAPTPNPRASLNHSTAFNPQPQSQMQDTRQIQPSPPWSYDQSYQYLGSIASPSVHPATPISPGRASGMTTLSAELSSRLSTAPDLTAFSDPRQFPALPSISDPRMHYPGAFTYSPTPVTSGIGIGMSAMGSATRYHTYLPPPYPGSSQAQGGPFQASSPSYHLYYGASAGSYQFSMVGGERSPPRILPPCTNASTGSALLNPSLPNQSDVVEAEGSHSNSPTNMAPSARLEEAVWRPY
Target sequence (Q13951 whole entry, looked up): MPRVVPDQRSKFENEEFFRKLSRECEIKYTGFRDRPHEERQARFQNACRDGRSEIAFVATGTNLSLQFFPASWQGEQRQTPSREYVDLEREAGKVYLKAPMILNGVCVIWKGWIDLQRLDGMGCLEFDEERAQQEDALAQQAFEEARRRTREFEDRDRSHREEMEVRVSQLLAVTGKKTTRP
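CBF-beta (His) and RUNX1 (biotin), 30 nM each; 20 min preassociation; + compound, 15 min; + beads 50 ng each (Ni, streptavidin), 90 min; RT; AlphaScreen read.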
HTT aggregate = inhibitors of mutant huntingtin aggregate formation in PC12 cells; PC12 HttQ103-GFP aggregates, Acumen cytometry, 40 h; Potency, µM (doses to about 46.1 µM), for inactives: top-dose activity change, negative = inhibition, actives largely listed as inhibitors; hit rate 1.1% among 220,000; also: potency is read from the fitted curve at half-maximal effect; % is scaled to controls: 0 for no effect and ±100 for the full control effect; nearly all actives have a fitted effect of over 60% in size
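Aggregates are detected as GFP objects 1–25 µm with signal 6 STDEV over background in lysates of induced PC12 cells. These carry Huntingtin exon 1 with 103 glutamines fused to GFP under an ecdysone promoter; compounds titrated.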
Lamin A splicing = changes lamin A minigene splicing in HeLa cells | HeLa LMNA splicing GFP/RFP minigene ratio, 48 h | Potency, µM (series often up to 46.1 µM), inactives show at the top dose ratio change, negative = inhibition, actives largely listed as inhibitors | hit rate 0.01% among 200,000; active = well fitted inhibition curve with a large enough effect in the signal ratio, with a control signal flat, not every such curve was filed as active; inconclusive = small, poorly fitted or top-dose-only effect, or effect the other way, or a change in a side signal; the % refers to the signal ratio; also: potency is read from the fitted curve at half-maximal effect; % is scaled to controls: 0 for no effect and ±100 for the full control effect
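S3 HeLa stable clones carrying a lamin A-EGFP splicing minigene plus DsRed2 were seeded at 600 cells/well in Opti-MEM with 2% FBS, pin-dosed and incubated 48 h at 37°C. Acumen cytometry (488 nm) gave the GFP/RFP total-intensity ratio.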
GAA glycogen = inhibitors or activators of human alpha-glucosidase glycogen cleavage; recombinant GAA, glycogen substrate, Amplex Red glucose oxidase fluorescence; hit rate 0.38% among 300,000; Potency, µM (highest dose often 76.4 µM), for the others: at the top dose activity change, negative = inhibition, usual class: inhibitors;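 also: potency is read from the fitted curve at half-maximal effect; 0% = full enzyme reaction and -100% = no-enzyme basal signal; the screen sought inhibitors and activators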
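Recombinant human alpha-glucosidase (4 nM final) hydrolysed bovine liver glycogen (30 ug) for 40 min at 37 C in pH 5.0 citrate/phosphate with 0.01% Tween-20. Released glucose detected by glucose oxidase/Amplex Red, Ex 573/Em 610 nm. Compounds up to 77 uM; AC50 from Hill fits.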
HTT cytoprotect = cytoprotection in Huntington HTT-Q103 PC12 cell model; AID 1471; hit rate 0.14% among 230,000; Potency, µM (series often up to 56.4 µM), inactives show cytoprotection (ATP increase), most hits filed as activators; PC12 HTT-Q103 induced, cytoprotection, ATP luminescence, 40 h;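 also: potency is read from the fitted curve at half-maximal effect; % of control where 0% means no effect; nearly all actives have a fitted effect of over 45% in size; toxic huntingtin expression switched on by the ecdysone agonist tebufenozide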
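Rat PC12, Q103 Htt exon1-GFP fusion, ecdysone promoter; tebufenozide inducer 100 nM final; compound titration; qHTS, 1500 cells/well; ATPlite luminescent read.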
* hit, by the source's call; ? = inconclusive; . = not tested or not shown; & = joins results of further samples; [ ] = dose if it differs, or a comment. Unless noted, calls follow the shape of the dose curve; as a rule, active = well fitted curve in the direction sought with a large enough effect; inconclusive = small, poorly fitted or top-dose-only effect, or another doubt; inactive = no such curve, though single readings can be large; an effect the other way counts as inactive or inconclusive.

Every second line gives: HTT aggregate, HTT cytoprotect, CBFb-RUNX1 inh, GAA inh, GAA glycogen, Lamin A splicing, aGlu spleen mod
[1] CC1(C)Cc2ccccc2-c2nnc(-c3ccccn3)n21
    12%, ?, 4%, -3%, -6%, 10%, -4%
[2] CCOc1ccc(NC2OC(CO)C(O)C(O)C2O)c([N+](=O)[O-])c1 (stereo not drawn)
    5%, -9%, -2%, 0%, 9%, -4%[46 µM], -2%
[3] CCOC(=O)c1sc(N(Cc2ccccc2)C(=O)CSc2nnc(C3CC3)n2N)nc1C
    ?, -10%, -5%, -2%, -1%, 15%, -8%
[4] CCSc1nnc(NC(=O)c2ccc(C)cc2)s1
    9%, -24%, -1%, ?, 5%, -11%, 6%
[5] CC(=O)N1CCN(S(=O)(=O)c2ccc(S(=O)(=O)NC3CC3)cc2)CC1
    -2%, 14%[1.9 µM], 7%, -8%, -8%, -1%, 0%
[6] COCCCN1C(=O)C(=O)/C(=C(/O)c2ccc(OC)cc2)C12C(=O)N(C)c1ccccc12 (stereo not drawn)
    -7%, -8%, -3%, -10%, 5%, ., 0%
[7] COCCN=C1NN=C(c2cc(C)n(CC3CCCO3)c2C)CS1 (stereo not drawn)
    10%, -11%, -5%, 3%, 8%, -12%[46 µM], 5%
[8] COc1cccc([C@H]2Oc3ccc(OC)cc3/C(=N\O[C@@H]3O[C@H](COC(C)=O)[C@H](OC(C)=O)[C@H](OC(C)=O)[C@H]3OC(C)=O)[C@@H]2O)c1
    ., -6%[10 µM], 12%[13.1 µM], ., ., ., 1%[17.4 µM]
[9] CC(/C=N/n1c(-c2ccccn2)n[nH]c1=S)=C\c1ccccc1
    -14%[9.22 µM], -3%[10 µM], ?, ., 3%, ., 3%
[10] Cc1ccc(NC(=O)COc2ccc(C3SCCS3)cc2)cc1
    -5%, -27%[0.074 µM], -7%, 0%, 8%, -1%, -5%
[11] Cc1ccc(OCC(=O)NNC(=O)C2CCN(c3nccc(C)n3)CC2)cc1
    6%, -6%, 4%, 5%, -29%, 9%[0.0737 µM], 2%
[12] Cc1ccc2cccc(NC(=O)C(F)(F)F)c2n1
    9%, -14%, -26%, -4%, -7%, -3%, 0%
[13] Cc1cccc(-n2nc(C)c3c(C(=O)O)cc(-c4cccs4)nc32)c1
    11%, ., 17%, 0%, 3%, ., -5%
[14] COc1ccc2[nH]c(=O)c(CN(CC3CCCO3)C(=O)Nc3ccc(F)cc3)cc2c1 (stereo not drawn)
    11µM*, 5%[10 µM], 6%, 7%, ., 3%, 3%
[15] O=c1oc2c(-c3cccc(F)c3)cc(O)cc2s1
    15%, 5%, 12%, 2%, -14%, ., 6%
[16] O=C(Cn1c(=O)n(CC2CCCO2)c(=O)c2ccccc21)N1CCN(c2ccccc2)CC1 (stereo not drawn)
    0%, 6%, 4%, -3%, 0%, -2%, -3%
[17] Cc1cccc(Cc2nnc(CCC(=O)N3CCCCC3c3nccs3)o2)c1 (stereo not drawn)
    -12%[9.22 µM], -11%[10 µM], 3%, ., -5%, ., 1%
[18] COc1cccc(CC(=O)N2CCc3nc(-c4ccccc4)c4c(c3C2)CO[C@@H](C)C4)c1
    ., -14%[10 µM], 4%[13.1 µM], ., ., -9%[9.22 µM], -2%[17.4 µM]
[19] CC(=O)NC(Cc1cccc(C)c1)C(=O)NC1CCN(C(=O)c2ccc([N+](=O)[O-])cc2)CC1 (stereo not drawn)
    35%, 2%[10 µM], 5%, 0%, 13%, -8%, -1%
[20] CCC(C)(C)NC(=O)C(c1ccccn1)N(C(=O)c1csnn1)C1CCCCC1 (stereo not drawn)
    1%[9.22 µM], 1%[10 µM], 16%, 6%, -14%, ., -2%
[21] N#CC1(c2ccc(NC(=O)c3ccccc3)cc2)CCCC1
    9%, -73%[inhibitor], 3%, -1%, -3%, 3%, 1%
[22] Cc1c(O)ccc2c(O)c(NC(=O)c3ccc4c(c3)CCC(C)(C)O4)c(=O)oc12
    -13%[9.22 µM], -13%[10 µM], 2%, -1%, -17%, ., 0%
[23] CCC(=O)N1CCN(c2ccccc2NC(=O)c2ccc(OC)c(Cl)c2)CC1
    -11%, -12%, 5%, 0%, 4%, 8%, -5%
[24] Nc1c(O)ccc2c1C(=O)c1ccccc1C2=O
    3%, -2%[10 µM], ?, 4%, -7%, ?, -1%
[25] CC1(c2ccc(C#N)cc2)NC(=O)N(CC(=O)Nc2cc(S(=O)(=O)N3CCOCC3)ccc2Cl)C1=O (stereo not drawn)
    24%, -34%[inhibitor], 6%, -14%, -2%, 1%[46 µM], 0%
[26] Cc1ccc(C(O)(C(=O)NNc2ccc3ccccc3n2)c2ccc(C)cc2)cc1
    ?, -23%[1.9 µM], 3%&-4%, 0%&4%, ?, ?, 2%&-8%
[27] CC1CCCN(C2=C(Cl)C(=O)N(c3cccc(Cl)c3)C2=O)C1 (stereo not drawn)
    15%, ., ?, -14%, 13%, -4%, -1%
[28] CC(=O)c1ccc(Nc2ncnc3c2oc2ccccc23)cc1
    -16%, 3%[0.074 µM], 4%, -5%, 11%, 11%, 1%
[29] CC(=O)c1cccc(NC(=O)Nc2ccc(C)cc2)c1
    -24%, -30%, -2%, -4%, -4%, 0%, -6%
[30] Cc1[nH]c(N=Nc2ccccc2)nc1N=Nc1ccccc1
    4%[9.22 µM], -1%[10 µM], ., ., -11%, ., -4%
[31] Cc1noc(C)c1C(=O)NCCCN1CCCC1=O
    -7%, -10%[0.074 µM], 6%, -6%, 7%, -2%, 6%
[32] NC(=O)C(Cc1ccccc1)NS(=O)(=O)c1ccc(N2CCCC2=O)cc1 (stereo not drawn)
    -22%, 10%, 9%, 0%, 4%, -12%, -1%
[33] COc1ccc(/C=C/C(=O)Nc2cc(C(F)(F)F)ccc2Cl)cc1
    1%, -31%, -2%, 1%, 7%, -3%, -19%
[34] CC1(c2nnc(-c3ccccc3)o2)CC(c2ccc(Cl)cc2)=NO1 (stereo not drawn)
    -2%[9.22 µM], -1%[10 µM], 20%, ., -5%, ., 4%
[35] O=C(OCc1ccccc1)N1CCOCCN(C(=O)OCc2ccccc2)CCOCC1
    2%[9.22 µM], -10%[10 µM], -5%, ?, -3%, ., -1%
[36] Cc1ccc(N2CC(C(=O)Nc3ccc(S(=O)(=O)N4CCOCC4)cc3)CC2=O)cc1 (stereo not drawn)
    -22%, -19%, 4%, ?, -5%, -2%, 0%
[37] CS(=O)(=O)N(CC(=O)NCc1ccco1)c1ccc2c(c1)OCO2
    15%, 5%, -21%, ?, -3%, -4%, -2%
[38] CCCCOC(=O)c1[nH]c(C)c(C(=O)OC)c1C
    -3%, -6%, -8%, -3%, 8%, -11%, 8%
[39] CCc1ccc(C(C)NC(=O)c2ncn[nH]2)cc1 (stereo not drawn)
    12%, 5%[10 µM], -18%, 4%, 1%, -4%, -6%
[40] O=C(CSc1ccccc1Cl)NC1CCCc2ccccc21 (stereo not drawn)
    ?, -7%[10 µM], -7%, -1%, 0%, -9%, 4%

3 compounds from above, showing only Lamin A splicing and HTT aggregate.
No. | compound | Lamin A splicing | HTT aggregate
31 | Cc1noc(C)c1C(=O)NCCCN1CCCC1=O | -2% | -7%
32 | NC(=O)C(Cc1ccccc1)NS(=O)(=O)c1ccc(N2CCCC2=O)cc1 (stereo not drawn) | -12% | -22%
33 | COc1ccc(/C=C/C(=O)Nc2cc(C(F)(F)F)ccc2Cl)cc1 | -3% | 1%

The results go on.
Every second line gives: HTT aggregate, HTT cytoprotect, CBFb-RUNX1 inh, GAA inh, GAA glycogen, Lamin A splicing, aGlu spleen mod
[41] CC(C)OC(=O)CSc1nnc(-c2ccccc2)n1N
    -11%, -5%, 7%, 2%, 8%, -7%, -5%
[42] CCCOc1ccc(/C=N/Nc2ccccc2[N+](=O)[O-])c(O)c1
    9%, -7%[0.074 µM], -3%, 1%, 0%, -17%, -7%
[43] COc1ccc(C2CC(O)(c3ccccc3)Oc3cc(OC)c(OC)c(OC)c32)cc1 (stereo not drawn)
    -2%[9.22 µM], -22%[10 µM], ?, ., ?, ., 3%&-2%
[44] N#CC1=C(N)S[C@H](C(=O)C23CC4CC(CC(C4)C2)C3)[C@H]1c1ccncc1
    29%, 8%[10 µM], -2%, -6%, -3%, -22%, -4%
[45] O=S(=O)(NCc1ccc2c(c1)OCO2)c1ccc2c(c1)oc1ccccc12
    ?, -21%, 0%, -4%, -13%, ?, 4%
[46] O=C(NCc1cn2ccsc2n1)c1cccs1
    7%, 5%, -1%, -5%, 3%, -3%, 2%
[47] Cn1c(=O)c2c(nc(Br)n2Cc2c(F)cccc2Cl)n(C)c1=O
    6%, 2%[0.074 µM], -1%, -6%, 2%, 0%, 1%
[48] Cc1cc(CC(C)C)n(-c2nc3ccccc3c(=O)n2OCC(=O)N(C)C)n1
    -23%, -11%[0.074 µM], 0%, 2%, 3%, -4%, -5%
[49] CCCCCCC(=O)N(O)C1CC(=O)N(c2ccc(C)cc2)C1=O (stereo not drawn)
    -3%[9.22 µM], -115%[inhibitor], 3%, 2%, -9%, ?, -10%
[50] CSCCC(NC(=O)C1CC1)c1nc2ccccc2[nH]1 (stereo not drawn)
    2%, 11%, -2%, 1%, 1%, 7%, 11%
[51] Cc1cccc(NC(=O)CN2C(=S)NC(C)(C)CC2C)c1 (stereo not drawn)
    -8%, 18%[10 µM], 8%, -6%, -3%, -7%, 7%
[52] Cc1cc(-c2nnc(SCC(=O)c3ccc(Cl)cc3)o2)no1
    11%, 0%[0.074 µM], -1%, -12%, 6%, -6%, -2%
[53] Cc1nc(C)c(C(=O)NNS(=O)(=O)c2ccc3ccccc3c2)s1
    -24%, -23%[10 µM], 0%, -9%, ?, ?, -2%
[54] COc1ccc(N/N=C(/N=Nc2nc(C)cc(=O)[nH]2)c2ccccc2)cc1
    ?, -81%[inhibitor][10 µM], ., ?, -26%, ?, -3%
[55] CCOC(=O)N1CCC(NC(=O)CCCC(=O)O)CC1
    -1%[9.22 µM], 13%[10 µM], 9%, ., 0%, ., 0%
[56] CCCCCn1c(CCC(=O)Oc2ccccc2OC)nc2c1c(=O)[nH]c(=O)n2CCCC
    6%[9.22 µM], 3%, -2%, ?, 7%, -1%, -3%
[57] CC(c1ccccc1)N1C(=O)c2ccccc2C1(O)Cc1ccccc1 (stereo not drawn)
    -7%[9.22 µM], -16%[10 µM], -1%, -21%, 2%, ., -2%
[58] CN(C)c1oc(/C=C/c2ccccc2)nc1C#N
    -4%, 8%[1.9 µM], 19%, ?, -6%, -10%, ?
